# Screening data from PubChem BioAssay.
# GPR35 antagonists – inhibition of zaprinast-stimulated GPR35 beta-arrestin translocation – imaging, U2OS, beta-arrestin-GFP, zaprinast agonist, primary screen (AID 2058) | U2OS GPR35 beta-arrestin-GFP translocation imaging, zaprinast antagonism; higher % means a stronger effect | one-dose inhibition, % at 10 µM; IC50 in µM for titrated hits | hit rate 0.052% among 290,000;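 active = inhibition of at least 50% with at least 30 cells and total cytoplasm GFP at most 10,000,000; inconclusive = under 30 cells or total GFP of 10,000,000 plus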
# GPR55 LPI antagonism – GPR55 antagonists blocking LPI-driven arrestin recruitment, primary screen, imaging, U2OS, beta-arrestin-GFP, LPI agonist (AID 2013) | hit rate 0.13% among 290,000 | U2OS GPR55 beta-arrestin-GFP translocation imaging, LPI antagonism; higher % means a stronger effect | one-dose inhibition, % at 10 µM; IC50 in µM for titrated hits;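 active = spots per cell inhibited over 60%, with over 100 cells counted and total cytoplasm intensity under 500,000; inconclusive = wells with under 100 cells, flagged as likely toxic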;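 also: U2OS cells stably carrying GPR55 and arrestin-GFP stimulated by 5 µM LPI near EC80; imaged beta-arrestin-GFP aggregate spots per cell after agonist stimulation; plate controls were LPI-stimulated DMSO wells for no effect and DMSO wells without LPI for full effect; some results filed as inactive read as strong as hits; confirmed hits need IC50 under 10 µM and bright autofluorescent wells are also inconclusive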
# NTR1 agonist – NTR1-driven beta-arrestin-GFP spot formation – imaging, U2OS cells, high content, primary screen (AID 493036). P30989. agonist mode. activation, % at 20 µM. hit rate 0.17% among 330,000;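 active = activation at or above 40% of the spot to cytoplasm intensity ratio, with at least 20 cells analyzed; inconclusive = wells under 20 cells, flagged as cytotoxic or low count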;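 also: 0% = DMSO without peptide and 100% = 100 nM NTR1 peptide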
# Target sequence (P30989 whole entry, looked up): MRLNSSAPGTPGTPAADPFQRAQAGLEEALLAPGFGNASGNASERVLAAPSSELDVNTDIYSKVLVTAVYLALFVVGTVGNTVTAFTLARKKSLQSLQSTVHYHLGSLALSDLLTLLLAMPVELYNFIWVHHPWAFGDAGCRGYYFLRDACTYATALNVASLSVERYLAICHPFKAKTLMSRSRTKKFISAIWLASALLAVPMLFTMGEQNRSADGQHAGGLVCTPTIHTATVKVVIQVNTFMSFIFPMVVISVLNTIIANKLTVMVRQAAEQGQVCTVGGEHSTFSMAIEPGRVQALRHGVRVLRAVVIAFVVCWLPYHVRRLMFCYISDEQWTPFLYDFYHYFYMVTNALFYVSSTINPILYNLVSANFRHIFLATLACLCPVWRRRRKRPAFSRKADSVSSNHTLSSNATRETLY
# Rac1 GTP hydrolysis – MgcRacGAP GTPase-activating activity inhibitors, confirmation, biochemical, ADP Hunter fluorescence; one-dose inhibition, % at 30 µM; IC50 in µM for titrated hits; MgcRacGAP-stimulated Rac1 GTP hydrolysis, ADP Hunter fluorescence; higher % means a stronger effect; GST-tagged Rac1 F28L mutant substrate; hit rate 0.6% among 340,000;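 active = first-screen hits whose inhibition reached a set limit at any dose in the follow-up dose series; inconclusive = inhibition above the set first-screen limit but never retested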;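 also: fluorescence reports GDP produced by GAP-driven GTP hydrolysis; strong numbers were not always called active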
# SIAH1 antagonists – Siah-1 peptide-binding antagonists, primary screen, biochemical, fluorescence polarization, rhodamine-plectin, uHTS (AID 1817); Siah-1 / rhodamine-plectin peptide fluorescence polarization; higher % means a stronger effect; displacement, % at 20 µM, or IC50 in µM where a hit was titrated; hit rate 0.02% among 290,000;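 active = displacement of at least 50% at 20 µM, with a fluorescence ratio check between 0.3 and a set limit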;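 also: plate controls were Siah plus tracer with DMSO for no effect and tracer alone without Siah for full effect; strong numbers were not always called active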
# HIV peptide binding – inhibitors of HIV fusion peptide binding, primary screen, biochemical, uHTS, fluorescence dequenching (AID 1986); hit rate 0.3% among 290,000; one-dose inhibition, % at 20 µM; IC50 in µM for titrated hits; cell-free peptide binding, fluorescence dequenching, 30 min; higher % means a stronger effect; in the data active = inhibition mostly above about 52%, no sharp cut-off; inactive = mostly below about 76%; also: some results filed as inactive read as strong as hits
# PhoP inhibition – inhibitors of PhoP regulon expression, primary screen, Salmonella Typhimurium, GFP reporter (AID 1863); S. Typhimurium PhoP-regulated promoter GFP reporter, 4 h; higher % means a stronger effect; hit rate 0.16% among 300,000; inhibition, % at 50 µM; hits with a dose series show IC50 in µM;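 active = inhibition over 29.93%, a cutoff 3 SD above the screen mean, later confirmed by dose response; inconclusive = inhibition over 29.93% but no dose response follow-up; inactive = inhibition at most 29.93% or unconfirmed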;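 also: 0% = low Mg2+ inducing control and 100% = high Mg2+ repressing control; strong numbers were not always called active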
# Myeloid diff MLP – compounds promoting myeloid differentiation; ER-HoxA9 myeloid progenitors, lysozyme-GFP differentiation, flow cytometry; hit rate 1% among 360,000; calls only at 10 µM;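 active = normalized GFP-positive differentiation at or above the plate's own cutoff, the solvent-only control mean plus 3 SD; inconclusive = no clear call, values can overlap the other calls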;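 also: cells exposed to compound for four days before flow analysis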
# LYP phosphatase – inhibitors of LYP phosphatase, biochemical, fluorescence intensity, uHTS (AID 1779) | hit rate 0.054% among 290,000 | recombinant LYP phosphatase, fluorescence intensity; higher % means a stronger effect | one-dose inhibition, % at 11.5 µM; IC50 in µM for titrated hits; in the data active = inhibition above about 50%;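 also: plate controls were vehicle with enzyme for no effect and no enzyme for full effect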
# NTR1 agonist cell count 20 µM – also measured in NTR1 agonist; calls as there; cell count; measured here: cell count, cytotoxicity flag
# Myeloid diff MLP GFP+ MAC1+ % – recorded beside Myeloid diff MLP, whose call it bears; GFP+ MAC1+ double positive, %; measured here: differentiation confirmed by MAC1 staining
# Numbers without * were called inactive; i = inactive; ? = inconclusive; / = no result given.
entry	mol	PhoP inhibition	Myeloid diff MLP GFP+ MAC1+ %	GPR35 antagonists	NTR1 agonist	LYP phosphatase	Myeloid diff MLP	Rac1 GTP hydrolysis	HIV peptide binding	GPR55 LPI antagonism	SIAH1 antagonists	NTR1 agonist cell count 20 µM
1	O=C(c1ccc(F)cc1F)N1CCCC(c2nc(-c3ccc(F)cc3)no2)C1 (configuration not stated)	1%	0.2	-9%	-0.5	-3%	i	2%	-0.9%	/	-4%	42
2	O=C(NCCCNc1ccc(C(F)(F)F)cc1[N+](=O)[O-])c1cc(F)c(F)cc1Cl	4%	0.3	7%	2.9	-3%	i	14%	-0.6%	2%	-4%	48
3	O=C(CSCC(=O)Nc1ccc2ccccc2c1)NCc1ccccc1	20%	0.0	8%	0.6	-7%	i	7%	-1.5%	16%	1%	94
4	COc1ccc(CCNC(=O)CCS(=O)(=O)c2ccc3c(c2)NC(=O)C(C)S3)cc1OC (configuration not stated)	-3%	0.3	18%	0.3	-1%	i	7%	0.7%	-1%	6%	57
5	CC(C)(C)c1nc(NCC2CCCO2)c2nnn(Cc3ccccc3)c2n1 (configuration not stated)	3%	7.1	8%	13	3%	i	1%	4.7%	9%	-1%	76
6	C[C@H](NC(=O)c1ccccc1Cl)C(=O)OCC(=O)NNC(=O)c1cccs1	-10%	0.3	/	0.0	/	i	4%	/	/	/	73
7	O=C1C(Cl)=C(N2CCN(Cc3ccccc3)CC2)C(=O)N1c1ccccc1	-7%	1.4	5%	1.2	-4%	i	12%	4.2%	22%	4%	41
8	COc1ccc(C(=O)NCCS(=O)(=O)NCC2CCCO2)cc1 (configuration not stated)	-5%	0.4	/	0.2	/	i	8%	/	/	/	35
9	CC(=O)CC1OC(=O)C(Br)=C1NCc1ccccc1 (configuration not stated)	6%	/	4%	-1.5	-2%	?	22%	3.2%	11%	-1%	36
10	COC(=O)c1cc(S(=O)(=O)NCC2CCN(Cc3cc(C)ccc3C)CC2)cn1C	-7%	0.3	-2%	-0.5	-5%	i	5%	-1.5%	10%	0%	54
11	CC1(C(=O)O)CCC(C(=O)N2CCCCC2)C1(C)C (configuration not stated)	-3%	0.4	22%	3.0	-9%	i	-1%	-0.1%	0%	-2%	52
12	COc1ccc(OC)c(S(=O)(=O)N2CCCC(N3CCN(c4ccccc4)CC3)C2)c1 (configuration not stated)	-5%	1.4	15%	3.0	-9%	i	1%	0.6%	-9%	10%	60
13	Cc1ccc(N(CC(=O)NCc2cccnc2)S(C)(=O)=O)cc1C	-2%	0.8	-12%	1.7	0%	i	1%	2.1%	2%	4%	87
14	CCCCCCn1c(CN2CCN(CCO)CC2)nc2c1c(=O)n(C)c(=O)n2C	6%	4.0	-2%	1.6	-2%	i	12%	-1.3%	3%	-1%	66
15	CCOC(=O)C1CCN(C(=O)CN(C)S(=O)(=O)c2cc(C)ccc2OC)CC1	-5%	2.1	1%	0.6	-6%	i	-4%	0.7%	0%	3%	69
16	COc1ccc(CCC(=O)NC2CCCCC2)cc1	-8%	0.8	-5%	0.8	0%	i	7%	0.8%	5%	-2%	62
17	Cc1cccc(C)c1OCc1cc(C(=O)N(Cc2nccn2C)C(C)C)no1	-1%	0.9	2%	0.6	-8%	i	5%	0.5%	-5%	2%	73
18	COc1cc(CC(=O)OCC(=O)Nc2ccc3c(c2)OCCO3)cc(OC)c1OC	-10%	0.6	13%	1.4	-6%	i	19%	0.6%	10%	4%	66
19	Cc1cc(Cl)ccc1Oc1ncnc2oc(-c3ccccc3)cc12	-8%	1.6	1%	0.5	-9%	i	10%	3.8%	-8%	-4%	68
20	CN1CCN(S(=O)(=O)c2cccc(C(=O)NCCC3=CCCCC3)c2)CC1	8%	0.5	/	-0.5	/	i	7%	/	/	/	60
21	O=C(O)CN1CCN(Cc2ccccc2F)C1=O	-9%	0.5	4%	1.6	-6%	i	7%	1.2%	5%	7%	33
22	Cc1ccc(O)c(NC(=O)c2onc(C)c2Cl)c1	-2%	1.3	-2%	-1.2	1%	i	5%	-0.9%	-10%	-2%	57
23	O=C(CSc1nnc(-c2cccnc2)n1-c1ccccc1)Nc1ccccc1	3%	6.0	-10%	0.8	2%	i	11%	2.0%	5%	3%	42
24	Cc1noc(C)c1C(=O)Nc1nc(-c2ccc([N+](=O)[O-])cc2)cs1	-2%	0.0	-18%	9.6	-6%	i	7%	0.7%	7%	9%	69
25	Cc1ccc(C)c(N(C)C(=O)CCS(=O)(=O)c2cccc3nonc23)c1	-3%	4.3	-2%	0.6	-5%	i	-5%	-1.2%	2%	-2%	50
26	CC(C)(C)c1cc(C(=O)NN)n(Cc2ccc(F)cc2)n1	5%	0.8	16%	0.6	-5%	i	3%	-1.5%	3%	-1%	38
27	COCCNC(=O)/C(C#N)=C/c1c(N2CCN(c3ccccc3)CC2)nc2c(C)cccn2c1=O	11%	0.4	-3%	1.1	-37%	i	4%	4.4%	13%	2%	53
28	NNC(=O)c1cc2cc(OC(F)(F)F)ccc2[nH]1	10%	0.5	-5%	0.4	-9%	i	-4%	-2.3%	-17%	-2%	61
29	CCN(CC(=O)Nc1ccc2c(c1)OCO2)S(=O)(=O)c1ccccc1	-3%	0.1	-14%	-2.5	-6%	i	4%	-1.2%	5%	2%	39
30	C/C(=N\NC(=O)c1cc(Br)ccc1O)c1ccccn1	4%	1.2	-9%	4.5	-8%	i	-3%	3.6%	15%	-2%	48
31	S=C(NCc1ccco1)Nc1cccc(Cl)c1Cl	-6%	0.1	-3%	0.1	-3%	i	/	0.2%	10%	6%	48
32	CCC(C)(C)NC(=O)CN(Cc1cccs1)C(=O)CNS(=O)(=O)c1ccc(F)cc1	-2%	2.5	-7%	1.4	-5%	i	-7%	3.7%	-8%	1%	35
33	Cc1nc2ccccn2c1/C(O)=C1\C(=O)C(=O)N(CCN(C)C)C1c1cccnc1 (configuration not stated)	18%	0.3	13%	-0.8	-3%	i	11%	-2.8%	-8%	9%	34
34	O=C(O)Cc1sc(-c2cccnc2)nc1-c1ccc(Br)cc1	-5%	0.1	-10%	-2.1	5%	i	-1%	11%	10%	-7%	104
35	CN(C)c1ncc(CN2CCC(C(=O)Nc3ccc(-n4cccn4)cc3)CC2)s1	-2%	2.0	-9%	1.8	-5%	i	10%	-1.4%	18%	9%	58
36	NC(=O)c1cc(S(=O)(=O)NCCCc2ccco2)cs1	-4%	0.5	-12%	-0.1	-5%	i	9%	-0.7%	1%	24%	55
37	Cc1ccc(N(CCC(=O)NC(C)(C)C)S(=O)(=O)c2ccc(C)cc2)cc1	1%	0.1	7%	1.2	-3%	i	4%	0.9%	6%	-3%	39
38	Cc1ccc(CNC(=O)c2nnn(-c3cccc(C)c3)c2N)cc1	19%	1.8	6%	-0.8	3%	i	-15%	3.4%	8%	-1%	84
39	Cc1ccc(S(=O)(=O)N2CCC(=O)N(C(COCc3cccc(Cl)c3)Cc3ccccc3)CC2)cc1 (configuration not stated)	-3%	2.1	-16%	9.6	1%	i	-6%	0.6%	-2%	5%	82
40	Cn1nc(-c2ccc(OCC(=O)Nc3ccccc3)cc2)c2ccccc2c1=O	4%	1.2	14%	0.5	-2%	i	10%	2.5%	1%	0%	76
41	C=CCn1c(CCNC(=O)c2cccs2)nnc1SCC(=O)Nc1cccc(C(C)=O)c1	-3%	0.7	-14%	-0.4	-1%	i	1%	-0.1%	2%	0%	60
42	Cn1cc(CN2CCN(Cc3ccccc3)C(CCO)C2)c(-c2ccccc2)n1 (configuration not stated)	-5%	0.8	17%	-1.4	-10%	i	5%	0.4%	-6%	2%	58
43	C=CCNC(=O)N1CCC(c2nc3ccccc3s2)CC1	/	0.8	-5%	0.6	-6%	i	/	-1.9%	2%	-1%	83
44	CCOC(=O)N1CCC(N2C(=O)c3ccccc3C2Nc2ccc(Cl)cn2)CC1 (configuration not stated)	3%	3.0	-1%	3.3	-2%	i	3%	-5.2%	-7%	1%	69
45	Cn1c(=O)n(Cc2ccc(F)cc2)c(=O)c2c1nc1n2CCCN1C1CCCCC1	-9%	0.0	8%	3.0	1%	i	5%	-2.1%	4%	4%	37
46	CCOC(=O)N1CCN(S(=O)(=O)c2ccc(C(=O)Nc3sc4c(c3C#N)CC(C)(C)NC4(C)C)cc2)CC1	-3%	1.6	8%	0.6	-5%	i	5%	0.6%	20%	-2%	57
47	CC1CN(C(=O)CS(=O)(=O)Cc2ccc(Cl)cc2)CC(C)O1 (configuration not stated)	-5%	2.1	3%	1.2	-1%	i	7%	0.2%	-13%	-7%	42
48	O=C(Nc1ccc(C(=O)O)cc1)/C(=C\c1ccccc1)NC(=O)c1ccccc1	8%	1.4	2%	-1.2	-7%	i	-1%	-0.3%	1%	2%	51
49	COc1ccc(N2C(=O)C3CC=C(Cl)CC3C2=O)cc1 (configuration not stated)	-9%	6.8	2%	1.6	-7%	i	5%	0.8%	0%	-4%	54
50	O=S1(=O)N=C(N=Nc2c(O)[nH]c3ccccc23)c2ccccc21	-8%	0.1	1%	-1.8	0%	i	0%	-3.3%	0%	-9%	75
51	N#Cc1ccccc1NC(=S)NC(=O)c1cccnc1	0%	1.0	10%	-0.4	-4%	i	7%	1.6%	-3%	0%	56
52	O=C(CN1C(=O)NC2(CCCCC2)C1=O)Nc1ccc2c(c1)CCC2	1%	0.1	2%	2.2	-4%	i	7%	-1.6%	7%	7%	37
53	COCCn1c(COc2cccc(OC)c2)nnc1SCC(=O)NC1CCCCC1	3%	2.3	-3%	1.2	-7%	i	5%	1.5%	5%	1%	48
54	C=CCOc1ccc(CNCc2cccnc2)cc1	9%	0.6	18%	0.4	-12%	i	2%	-1.3%	12%	-5%	75
55	O=C(COC(=O)c1ccccc1NC(=O)c1ccco1)NC1CCS(=O)(=O)C1 (configuration not stated)	-22%	0.2	10%	0.4	-6%	i	-3%	-1.9%	9%	-4%	57
56	CCSc1nc(C)nc2sc(C)c(C)c12	-5%	0.1	4%	3.1	-5%	i	8%	1.5%	9%	1%	45
57	COc1ccc(N2CCN(S(=O)(=O)CCNC(=O)/C=C/c3ccc4c(c3)OCO4)CC2)cc1	-9%	2.2	/	-0.1	/	i	8%	/	/	/	41
58	Cc1ccc2nc(SCC(=O)NCc3cccs3)c(C#N)cc2c1	1%	7.2	8%	-0.5	1%	i	7%	-1.1%	9%	-1%	52
